# Screening data (PubChem BioAssay)
# IDE inh: human IDE inhibitors in live cells, primary screen, fluorescence polarization, HEK cells, FAbetaB substrate; FAbetaB cleavage; inhibition, % at 5.59 µM; 320,000 tested, 0.41% active; AID 434962, 2010;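 active means percent inhibition above the average of all tested compounds plus 3 SD, set per screening campaign, cut at about 16% in these data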;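 further: IDE supplied by intact live HEK cells; FP after avidin binding of uncleaved biotin substrate so inhibition keeps polarization high; 0% = DMSO wells and 100% = 60 µM reference IDE inhibitor Ii1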
# MEKK3 PB1 HTS: modulators of MEKK3-MEK5 PB1 binding, primary screen, biochemical, wildtype MEKK3, multiplex bead flow cytometry, Alexa488-MEK5. AID 1529, 2009. binding response (% of control), % at 10 µM. bead-based flow cytometry, Alexa488-MEK5 binding to MEKK3; actives lie on both sides; 0 = blocked by unlabeled MEK5, 100 = vehicle. Mitogen-activated protein kinase kinase kinase 3 (Homo sapiens), Q99759. 290,000 tested, 1.4% active;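 active means binding response more than 3 SD above or below the average of its plate-row segment, actives on both sides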;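 further: Alexa488 bead fluorescence after subtracting the streptavidin-only scavenger bead signal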
# CRFBP-R2 block: antagonists of CRF-BP/CRF-R2 complex, primary screen, cell-based, HEK293, calcium dye fluorescence, uHTS; CRF-induced calcium fluorescence; 350,000 tested, 0.59% active; inhibition, % at 11.8 µM;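 active means inhibition of the ligand-induced calcium signal above about 50% at the single tested concentration, limit read from the data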
# M4 PAM: human M4 muscarinic receptor positive allosteric modulators, primary screen, CHO-K1 cells, Fluo-8 calcium fluorescence; AID 624126, 2012; 360,000 tested, 0.4% active; activation, % at 3 µM; CHO-K1 hM4/Gqi5, ACh EC20; 0% = ACh EC20, 100% = maximal ACh;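 active means activation above its plate's cutoff, the mean activation of sample wells plus 3 SD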; further: some results filed as inactive read as strong as hits
# Target sequence (P08173 whole entry, looked up): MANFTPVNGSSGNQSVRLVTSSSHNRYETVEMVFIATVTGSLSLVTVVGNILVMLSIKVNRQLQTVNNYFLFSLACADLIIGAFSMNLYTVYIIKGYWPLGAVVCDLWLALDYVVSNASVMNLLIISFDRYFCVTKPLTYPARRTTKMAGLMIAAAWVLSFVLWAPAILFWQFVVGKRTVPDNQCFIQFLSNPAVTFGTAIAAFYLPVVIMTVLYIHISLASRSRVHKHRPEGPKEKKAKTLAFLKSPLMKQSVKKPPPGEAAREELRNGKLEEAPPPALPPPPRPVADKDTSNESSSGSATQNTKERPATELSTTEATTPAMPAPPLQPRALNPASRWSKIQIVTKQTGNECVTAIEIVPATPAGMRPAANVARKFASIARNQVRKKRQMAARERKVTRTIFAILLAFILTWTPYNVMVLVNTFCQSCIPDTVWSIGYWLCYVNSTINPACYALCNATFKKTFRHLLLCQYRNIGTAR
# pCIP destab: p/CIP-EGFP fusion destabilizers, primary screen, fluorescence, F442A cells. 290,000 tested, 0.01% active. 16 h. decrease of EGFP signal, % at 10 µM. Q05BA5;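 active means EGFP signal decrease of at least 30% at 10 µM or well 3 SD below plate mean, unless failing retest; inactive means the rest, including hits failing retest or dose response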; further: some compounds called inactive have numbers as strong as hits; many of its hits are not listed in these tables
# GalR3 antag: GalR3 antagonists in HEK293 cells, primary screen, cell-based, fluorescence readout; Galanin receptor type 3 (Homo sapiens), O60755; HEK293 GalR3-CNG cAMP membrane potential fluorescence; galR3 body fused to GalR1 C-terminus; inhibition, % at 3 µM; 360,000 tested, 0.44% active;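 active means inhibition above the screen-wide average plus 3 SD, cut at about 13% in these data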;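 further: forskolin and galanin both at EC90 stimulate the cells; cAMP rise reported by CNG channel membrane potential dye signal; 0% = forskolin plus galanin with DMSO and 100% = forskolin alone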
# CRFR2-BP ag: agonists of CRF-BP/CRF-R2 complex, primary screen, cell-based, HEK293, calcium dye fluorescence, uHTS; 350,000 tested, 0.46% active; CRF-binding protein / CRF receptor 2 complex (human); activation, % at 13.2 µM; calcium dye fluorescence (FLIPR); percent of saturating CRF peptide response;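 active means activation of at least 50%, plus an integration ratio under a set limit after plate pattern correction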;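 further: plate controls were neutral control wells without compound for no effect and CRF at EC100 for full effect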
# IDE cell activ: human IDE activators in live cells, primary screen, fluorescence polarization, HEK cells, FAbeta-B substrate; FAbeta-B cleavage; 0% vehicle, 100% cell-free pure enzyme wells; activation, % at 5.96 µM; 340,000 tested, 0.073% active; AID 493087, 2011;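 active means activation above the mean of all tested compounds plus 3 SD, set per screening campaign, cut at about 17% in these data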
# PHOSPHO1 inh: PubChem AID 1565; recombinant PHOSPHO1, absorbance phosphatase assay; inhibition, % at 13.3 µM; 290,000 tested, 1.1% active; in the data active means inhibition above about 60%
# Target sequence (Q8TCT1 whole entry, looked up): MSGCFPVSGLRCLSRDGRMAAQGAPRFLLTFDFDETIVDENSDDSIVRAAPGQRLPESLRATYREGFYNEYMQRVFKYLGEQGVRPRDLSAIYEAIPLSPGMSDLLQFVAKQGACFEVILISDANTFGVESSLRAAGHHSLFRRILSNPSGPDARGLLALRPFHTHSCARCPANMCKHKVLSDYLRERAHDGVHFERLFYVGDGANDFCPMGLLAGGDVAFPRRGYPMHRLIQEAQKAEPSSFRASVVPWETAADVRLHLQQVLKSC
# Numbers without * were called inactive; . = not tested or not shown; [ ] = another dose, or the depositor's remark.
mol	IDE inh	MEKK3 PB1 HTS	CRFBP-R2 block	M4 PAM	pCIP destab	GalR3 antag	CRFR2-BP ag	IDE cell activ	PHOSPHO1 inh
CCOC(=O)C1Cn2c(nc3c(c2=O)C(C)(C)Cc2ccccc2-3)S1 (configuration not stated)	1	98	-4	4	-4	-4	-1.4	7	19
Cc1cccn2c(=O)c3cc(C(=O)NCC4CCCO4)c(=N)n(C4CCCCC4)c3nc12 (configuration not stated)	-3	98	38	0	-1	-8	-0.7	5	24
O=C(OCc1ccccc1)N1CCC2CC1c1c(-c3ccc(C(F)(F)F)cc3)cccc12 (configuration not stated)	.	.	-19	7	.	-5	17	0	.
CC(C)C(=O)NC(Nc1cccc([N+](=O)[O-])c1)C(Cl)(Cl)Cl (configuration not stated)	-2	96	13	-1	-7	-5	0.5	5	4
N#Cc1cnc2cc(-c3ccccc3)nn2c1N	4	101	-4	-1	1	-5	-0.6	.	3
CC(C)(O)C#Cc1ccc(CNC[C@H]2O[C@@H](n3cnc4c(N)ncnc43)[C@H](O)[C@@H]2O)s1	.	.	2	0	.	-2	-1.1	3	.
COCCNC(=O)C(c1ccc(F)cc1)N(C(=O)CCC(=O)Nc1ccccn1)C1CCCCC1 (configuration not stated)	2	102	-8	8	-5	-1	0.1	-3	23
O=C(CN1C(=O)C2C3C=CC(C3)C2C1=O)Nc1ccc(S(=O)(=O)Nc2nccs2)cc1 (configuration not stated)	3	94	7	1	-6	4	3.1	5	28
CC(C)c1ccccc1NC(=O)COC(=O)CCN1C(=O)/C(=C\C=C\c2ccccc2)SC1=S	0	105	1	3	2	-4	0.0	-5	0
CN(C)c1ccc(C(C(=O)NC2CCCC2)N(Cc2cccnc2)C(=O)c2snc(C(N)=O)c2N)cc1 (configuration not stated)	-1	101	18	-10	-12	-4	-0.8	-3	19
CCc1nc2ccccc2c(C(=O)Oc2ccc(C(=O)OC)cc2)c1C	-2	102	7	7	-8	-4	1.7	2	-7
CCOC(=O)CSc1nc2ccccc2c(=O)n1-c1ccc(C(=O)NCCOC)cc1	7	103	2	16	-6	-3	0.7	3	21
Cn1nc(C(=O)OCC(=O)Nc2ccc(F)cc2Cl)c2ccccc2c1=O	-3	.	-6	10	.	-3	-0.4	0	.
Cc1ccc(NC(=O)NC2CCCCCCC2)cc1C	.	101	-7	14	-12	-3	7.5	7	56
CCOn1c(=O)c(-c2cccc3ccccc23)[n+]([O-])c2ccccc21	2	101	10	-2	-3	-2	-2.1	-1	54
Cc1ccc(CNc2nc(Cl)c(C#N)s2)cc1	-1	68	-15	8	-18	-2	0.6	0	5
O=C1c2ccccc2C(Nc2cccnc2)N1Cc1ccccc1 (configuration not stated)	-2	105	-15	-15	2	.	0.2	-8	5
Cc1ccc(S(=O)(=O)N2CCCCC2)cc1NC(=O)CSc1ncn[nH]1	5	101	-3	-7	-9	-6	-0.1	-1	11
CCOc1ccc2c(c1)c(C(C)=O)c(C)n2-c1ccccc1	6	101	-8	-3	-5	-1	-1.2	5	-9
O=C(CCCC(=O)N(c1ccc(F)cc1)C(C(=O)NC1CCCC1)c1ccc(O)cc1)Nc1ccccn1 (configuration not stated)	4	104	3	2	9	-10	-2.2	5	28
CC(=O)c1c(C)[nH]c(C(=O)OCC(=O)N2CCN(c3ccccc3)CC2)c1C	.	.	4	6	.	3	-1.4	.	.
O=C(NCCCc1ccncc1)C1CCC(=O)N(CCc2cccc(F)c2)C1 (configuration not stated)	-1	101	-6	7	2	1	-0.9	-1	44
CCn1nc(C)c(CNC(=O)CCc2nnc(-c3ccc(C(C)=O)s3)o2)c1C	-5	107	7	0	-8	0	-0.4	4	10
CC1(C(=O)NCc2ccc(Cl)c(Cl)c2)Oc2cccnc2NC1=O (configuration not stated)	0	111	-47	-15	-2	-6	44	1	49
C/C=C(\C)C(=O)O[C@H](c1cc2ccc(=O)oc2cc1OC)[C@@H](O)C(C)(C)O	-2	.	-4	12	.	1	-0.6	7	.
CNc1nnc(-c2cc3cc(Cl)ccc3oc2=O)s1	1	100	-10	8	-9	0	5.8	-3	9
CCC(C)N=C1Sc2nc3ccc(C)cc3cc2CN1CCOC (configuration not stated)	-2	107	-41	-1	3	4	-1.2	2	-52
CSc1ncccc1C(=O)N1CCN(S(=O)(=O)c2ccccc2)CC1	-6	104	-48	-7	-6	-6	5.0	-1	32
O=C(Nc1ccc(-c2cc3ccccc3oc2=O)c(Cl)c1)c1cccnc1	-1	103	16	3	-8	-10	-2.0	-4	28
COC(=O)N1CCCc2cc(C)ccc21	4	103	12	-6	-5	-1	-0.1	3	38
CC(=O)Nc1ccc(S(=O)(=O)N2C3CCCC2CC(NC(=O)C2CCCCC2)C3)cc1 (configuration not stated)	-1	110	26	13	-19	1	5.1	5	-6
CCc1cccc(C)c1NC(=O)CSc1nnc(-c2cc3cc(Br)ccc3o2)n1CC	4	97	-9	9	-2	-2	1.5	5	17
CC(=O)Nc1ccc(S(=O)(=O)N(C)CC(=O)OC(C)C(=O)NC2CCCC2)cc1 (configuration not stated)	-1	98	3	0	-10	1	-0.2	3	18
CCc1ccc(/C=C2\SC(=S)N(CCCC(=O)Nc3ccc(C(=O)O)cc3)C2=O)cc1	1	99	1	3	-6	2	-0.9	-9	17
Cc1ccccc1CNCCCSc1ncccn1	-1	109	-1	0	0	-9	-0.8	-3	.
CCOc1ccc(Br)cc1C(=O)N/N=C/c1cccc(C)n1	-6	103	1	-4	-9	-10	-2.0	6	.
COCc1c(C(=O)OCC(=O)N2CCCC2=O)oc2ccccc12	-1	.	16	8	.	0	-1.4	3	.
O=[N+]([O-])c1ccc(Cl)cc1N/N=C/c1ccncc1	-1	105	2	5	-4	-4	-2.0	5	19
CCOC(=O)C1CCN(C(=O)c2ccc(OC3CCN(C(=O)CCOC)CC3)cc2)CC1	5	98	0	8	-10	-5	-0.3	1	-33
CCOc1ccc2ccccc2c1/C=N/NC(=O)CNC(=O)c1ccccc1F	6	99	-16	-2	-3	-10	-0.8	1	19
Cc1c(-n2c(O)c(C3=c4ccccc4=NC3=O)sc2=O)c(=O)n(-c2ccccc2)n1C	-1	104	5	-1	-20	5	-1.4	-6	10
CCC(=O)N1CCN(c2ccc(NC(=O)c3ccc4ccccc4c3)cc2)CC1	8	100	-1	-5	-15	-8	-0.9	-6	-56
COc1ccc(NC(=O)c2ccc([N+](=O)[O-])cc2[N+](=O)[O-])c(OC)c1	3	117	6	-1	-8	-4	-0.9	2	20
CCN1CCN(CCCNC(=O)CCC(=O)N2CC(C)Oc3ccc(C)cc32)CC1 (configuration not stated)	-3	99	-13	3	-8	.	44	-6	18
Oc1ccc2ccccc2c1C=NC1CCCCC1	1	101	-50	9	16	-2	1.6	1	11
Fc1ccc(Oc2ccc3nnc(C(F)(F)F)n3n2)cc1	-1	90	-7	8	5	0	-1.4	-4	37
O=C(c1ccc(Cl)cc1)N1CCN(c2ccnc3cc(Cl)ccc23)CC1	.	95	-2	1	4	0	0.9	-25	-1
CCCCCCN(C(=O)CCl)c1ccccc1	0	41*[inhibitor]	-2	-8	9	-8	-0.4	1	37
O=C(CCCC(=O)NNC(=O)Nc1ccccc1)NNC(=O)Nc1ccccc1	2	103	8	0	10	-4	0.3	.	-7
Cc1cc(=O)[nH]c2c(C)cc(S(=O)(=O)N3CCOCC3)cc12	2	104	-13	5	-3	0	4.5	2	20

# The results go on.
# Results follow in this order: IDE inh, MEKK3 PB1 HTS, CRFBP-R2 block, M4 PAM, pCIP destab, GalR3 antag, CRFR2-BP ag, IDE cell activ, PHOSPHO1 inh
- O=C(c1cc(N2C(=O)C3C4CCC(C4)C3C2=O)ccc1Cl)N1CCN(c2ccc(F)cc2)CC1 (configuration not stated)
→ 4, 97, 1, -6, 4, 7, -3.0, 3, 3
- O=[N+]([O-])c1cc(C(F)(F)F)ccc1Cl
→ 2, ., 11, 9, ., -1, -1.3, 6, .
- Cc1occc1C(=O)N1N=C(C2CC2)CC1(O)C(F)(F)F (configuration not stated)
→ 3, 95, -3, 10, -6, 0, -0.8, 6, 34
- COc1cc(OC)c(CN2CCCCCCC2)cc1Br
→ -1, 100, -2, -5, 0, -8, -2.1, 4, 11
- O=C(CCN1CCCCC1)c1ccccc1
→ 4, 100, -8, 6, 0, -6, 0.4, 10, 13
- COc1ccc(C2(NC(C)=O)CCN(C(=O)c3cccs3)CC2)cc1
→ 0, 108, 3, -1, -10, -3, -1.1, 0, -4
- CCc1c(O)nc(N2CCN(Cc3ccccc3)CC2)[nH]c1=O
→ -3, 103, 18, 2, 4, -3, -2.0, -4, -44

# Arranged by formula weight (descending): some entries from above.
# Results follow in this order: IDE inh, MEKK3 PB1 HTS, CRFBP-R2 block, M4 PAM, pCIP destab, GalR3 antag, CRFR2-BP ag, IDE cell activ, PHOSPHO1 inh
- COc1ccc(C2(NC(C)=O)CCN(C(=O)c3cccs3)CC2)cc1
→ 0, 108, 3, -1, -10, -3, -1.1, 0, -4
- CCc1c(O)nc(N2CCN(Cc3ccccc3)CC2)[nH]c1=O
→ -3, 103, 18, 2, 4, -3, -2.0, -4, -44
- O=C(CCN1CCCCC1)c1ccccc1
→ 4, 100, -8, 6, 0, -6, 0.4, 10, 13

# In another format: results already given.
IDE inh,MEKK3 PB1 HTS,CRFBP-R2 block,M4 PAM,pCIP destab,GalR3 antag,CRFR2-BP ag,IDE cell activ,PHOSPHO1 inh,compound
-3,103,18,2,4,-3,-2.0,-4,-44,CCc1c(O)nc(N2CCN(Cc3ccccc3)CC2)[nH]c1=O
4,97,1,-6,4,7,-3.0,3,3,O=C(c1cc(N2C(=O)C3C4CCC(C4)C3C2=O)ccc1Cl)N1CCN(c2ccc(F)cc2)CC1 (configuration not stated)

# Rows were taken by chance; overall some 4.2% were active at least once.
